# Assay outcomes: PubChem BioAssay, Small Molecule Screening Facility, UW Madison
# PriA SSB inh: blocks PriA binding to SSB C-terminal tail; AlphaScreen SSBct-PriA binding, biotinylated peptide; inhibition, % at 33 µM; 430,000 compounds, 0.6% hits; AID 1272365; in the data active means inhibition mostly above about 37%, no sharp cut-off; inactive means mostly below about 20%;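 further: plate controls were negative control peptide for no effect and reference peptide for full effect; strong numbers were not always called active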
# * hit, by the source's call; & = joins results of further samples. Not all compounds are listed; rates above refer to the full screens.
SMILES,PriA SSB inh
O=C(CSc1nc2ccccc2o1)N1CCSC(c2ccccc2Cl)CC1 (configuration not stated),-2
CN(C)S(=O)(=O)c1ccc(C(=O)NCc2ccsc2)cc1,-9
CC1CCc2c(sc(NC(=O)c3cc(-c4ccccc4)nc4ccccc34)c2C#N)C1 (configuration not stated),-1
COc1ccc(OCC(=O)NN=Cc2ccco2)cc1,-13
COc1ccccc1CCNC(=O)c1cn(C)nc1OC,-10
COc1ccc(NC(=O)C(=O)NC[C@]2(O)CCc3ccccc3C2)cc1,1
CCn1ccc2c(O)cccc2c1=O,-1
CCN(CC)C(=O)C(=O)NN=Cc1ccc(C(=O)O)cc1,-15
CSc1cccc(NC(=O)CSc2nccn3nc(-c4ccc(C)cc4)cc23)c1,11
CC(C)(C)S(=O)(=O)c1ccc(NCc2ccc3c(c2)OCO3)nn1,-7
O=C(NCCC(O)c1ccc2c(c1)OCO2)c1ccc(Cl)s1 (configuration not stated),37*
CNS(=O)(=O)c1ccc2c(c1)C(=NO)c1cc(S(=O)(=O)NC)ccc1-2,3
COc1ccc(C(=O)N2CCN(c3ccc(-c4ccc5c(c4)OCO5)nn3)CC2)cc1OC,-3
O=C(c1ccncc1)N1CCN(c2nnnn2-c2ccccc2)CC1,-10
COc1ccc(CCNC(=O)c2cn(-c3ccc(C)c(C)c3)nn2)cc1OC,-9&1
NC(=NS(=O)(=O)c1cccs1)c1ccccc1,-10
CCOc1ccccc1C(=O)Nc1ccccc1Cl,-35
CC(CC(=O)NCCCN1CCOCC1)=NNC(=O)COc1ccc(C)cc1,3
COCCn1nc(CNC(=O)NCCc2ccccc2)cc1-c1ccco1,-17
O=C(Nc1ccc(C(F)(F)F)cc1)N1CCC(COCc2ccc(F)cc2)CC1,-31
Cc1cc(=O)n2c(-c3ccc(NC(=O)Nc4ccc(C)c(F)c4)cc3)csc2n1,-12
O=S(=O)(NCC1CCN(c2ccncc2)CC1)c1ccc2c(c1)OCCO2,-9
COC(=O)c1c(SCc2cccc(C)c2)nc2ccccc2c1OCc1c(F)cccc1Cl,-6
COc1ccccc1NC(=O)Nc1ccc(-n2nnn(C)c2=O)cc1,4
CN(C)CCN(C(=O)CCOc1ccccc1)c1nc2cc3c(cc2s1)OCO3,7

# (continued)
SMILES,PriA SSB inh
COc1cccc(OC)c1OCC(O)CN1CCN(CCO)CC1 (configuration not stated),8
Cc1cc(NC(=O)c2ocnc2C)ccc1Br,-9&4
O=C(CSc1nc2[nH]ncc2c(=O)n1-c1ccccc1)Nc1ccccc1C(F)(F)F,1
CCc1c(C)nc(-n2nc(C)cc2NC(=O)COc2ccccc2F)[nH]c1=O,4
CCCCN(C)S(=O)(=O)c1ccc(C(=O)Nc2nnc(-c3ccc(OC)c(OC)c3)o2)cc1,3
Cc1nc(Nc2ccccn2)cc(N2CCN(C(=O)C3CC3)CC2)n1,-19
Cc1nc2n(c(=O)c1C)C(CC(=O)N1CCCC(c3nnc(-c4ccsc4)o3)C1)CS2 (configuration not stated),-32
COc1ccc(C2(CNC(=O)Cc3c(F)cccc3Cl)CCOCC2)cc1,-4
Cn1c(SCC(=O)NN=C/C=C\c2ccccc2[N+](=O)[O-])nc2ccccc21,10
COc1ccc(C(N)=NOC(=O)CSc2ccc(C)cc2)cc1,-62
Cn1cccc1C(CNS(=O)(=O)c1ccc(Cl)cc1)N1CCc2ccccc2C1 (configuration not stated),-6
Cc1ccc(-c2cn3c(CC(=O)NCCc4ccccc4)csc3n2)cc1,-5
CCOc1ccc(-c2cc3c(SCC(=O)OC(C)C)nccn3n2)cc1Cl,-12&-4
Cc1cc(NC(=O)C(=O)NCC(c2cccn2C)N2CCCC2)no1 (configuration not stated),8
O=C(Nc1cnn(CC2CCOCC2)c1)c1cc2ccccc2o1,-7
Nc1ccnc2c(F)cccc12,-8
CC(=O)Nc1ccc2nc(NC(=O)CCS(=O)(=O)c3ccccc3)sc2c1,-33
O=C(Nc1ccccc1Cc1nc(-c2ccco2)no1)c1ccccc1C(F)(F)F,-27
O=S(=O)(NCCN1CCN(c2ccc(F)cc2)CC1)c1cccs1,-11&-8
Cc1nnc(NC(=O)CSc2cn(CCNC(=O)c3ccc(Cl)cc3Cl)c3ccccc23)s1,-2
COC(=O)c1ccc2c(=O)n(CC(=O)NCC(C)c3ccccc3)c(=S)[nH]c2c1 (configuration not stated),-2
COc1ccc(OC)c(C(=O)Nc2nnc(Cc3cccs3)o2)c1,-8
Cc1ccc(-c2ccc(S(=O)(=O)N3CCCCC3C)cc2)cc1 (configuration not stated),-4
CN(C)c1ccc(C(CN)N2CCc3ccccc32)cc1 (configuration not stated),55
CON=C(Cn1ncc(N2CCOCC2)c(Br)c1=O)c1ccc(Cl)cc1,1

# Next part:
SMILES,PriA SSB inh
Cc1oncc1C(=O)NCC[C@H](O)c1ccccc1,-8
Cc1ccc(S(=O)(=O)N=C(NN(C)C)c2ccccc2)cc1,-4
Cc1cc(SCC(=O)Nc2ccccc2F)nc2ccc(F)cc12,0
CO[C@@](C)(CNC(=O)Cc1ccsc1)c1ccccc1F,8
COC(=O)c1ccccc1NC(=O)C1CCN(c2ccc(-c3ccccc3OC)nn2)CC1,-2
N#CCCn1cc(/C=C(/C#N)C(N)=S)c(-c2ccccc2)n1,5
COCCC(=O)c1c(N)n(C)c(=O)n(C)c1=O,-12
O=C(NN=Cc1cn[nH]c1-c1ccccc1)c1ccc([N+](=O)[O-])cc1,10
CC1(C)C2CCC1(C)C(OCC(O)CN(CCO)Cc1ccccc1)C2 (configuration not stated),-14&-8
CCCCn1c(CNC(=O)C23CC4CC(CC(C4)C2)C3)nnc1SCc1ccc(C(F)(F)F)cc1,11
O=C(COc1ccccc1F)NCC(c1ccsc1)N1CCc2ccccc2C1 (configuration not stated),-8
O=C(NN=Cc1ccc([N+](=O)[O-])cc1)c1cccc2cc[nH]c12,-1
Nc1c(C(=O)c2ccccc2)sc2nc3c(c(-c4ccco4)c12)CC/C3=C\c1ccco1,-2
CNC(=O)c1cccc(-c2noc(C3CN(C(=O)Cc4ccc(F)cc4)C3)n2)c1,-4
O=C(Cc1cccs1)N(CC1CCCO1)c1nc2ccc(OC(F)(F)F)cc2s1 (configuration not stated),-3
Cc1occc1-c1nc2s/c(=C\c3ccc(-c4cccc(C(F)(F)F)c4)o3)c(=O)n2n1,-2
CCc1ccc(NC(=O)Cn2c(=O)n(-c3ccc(Cl)c(Cl)c3)c(=O)c3c(C)c(C)sc32)cc1,-15
Cc1cccc(N2CN=c3sc(=Cc4ccncc4)c(=O)n3C2)c1,3
COc1ccnc(Oc2ccc(F)cc2)c1C(=O)NC=NOCc1ccccc1,-7
CCC(=NNc1ccc([N+](=O)[O-])cc1)c1ccccc1,-10
Cn1c(=O)c2c(nc(CN3CCN(c4ccccc4F)CC3)n2CC(=O)C(C)(C)C)n(C)c1=O,-2&6
O=C(COc1ccccc1)Nc1ccc(OC(F)F)cc1,-22
CC(=O)NC(=Nc1nc(C)cc(C)n1)Nc1ccc(C)cc1C,4
COC(=O)c1ccc(S(=O)(=O)NC[C@]2(OC)CCSC2)cc1,0
Cc1ccc(NC(=O)CC(N)=NOC(=O)Nc2cccc(C)c2)cc1,-8

# (cont.)
SMILES,PriA SSB inh
CCOC(=O)N1CCN(c2nc(C)cc(N)n2)CC1,-16
COC(=O)c1sccc1S(=O)(=O)Nc1c(C)cc(C)cc1C,2
COc1ccc(Br)c(C(=O)NCC(O)c2csc3ccccc23)c1 (configuration not stated),-3
O=C(Nc1ccc(SCC(=O)N2CCOCC2)nn1)c1ccccc1F,-5
Cc1nnc(N2C(=O)C(=O)C(=C(O)c3ccc4c(c3)CC(C)O4)C2c2ccccc2)s1 (configuration not stated),2
Cc1ccc(C=NNc2nc(N3CCOCC3)nc(N3CCOCC3)n2)o1,-14
Clc1ccc2nc(N3CCCCC3)cc(-c3ccccc3)c2c1,-26
Cc1cc2c(c(=O)[nH]1)C(c1ccncc1)C(C#N)=C(N)O2 (configuration not stated),-2
Cn1nc2c(c1NC(=O)c1cccs1)CCC2,-3
Cn1cccc1C(CNC(=O)C1CCCC1)N1CCCC1 (configuration not stated),-2
CCCCCCOc1ccc(OC(=O)c2ccccc2Cl)cc1,-35
C/C(=N/NC(=O)c1ccncc1)C1CCC(c2ccccc2)CC1 (configuration not stated),-14
N#CC1=CN(Cc2ccccc2)C=C(C=NNc2ccccc2)C1,-3
COC(=O)c1ccc(C(=O)N(CCc2cccs2)Cc2ccoc2)cc1,12
Cc1cc2ncn(CCc3noc(-c4ccco4)n3)c2cc1C,1
O=C(COc1cccc(C(F)(F)F)c1)N1CCN(c2ccc(-c3ccco3)nn2)CC1,-3
COc1ccc2sc(NCc3cccnc3)nc2c1,22
COc1ccc(C)cc1NC(=O)CSc1ccc(NC(=O)C2CC2)nn1,-19
O=C(NCc1cccs1)c1ccc2c(=O)nc3c(-c4ccc(Cl)cc4)n[nH]n3c2c1,-16
CC(=NNC(=O)c1cc(Br)ccc1O)C(=NO)C(=O)Nc1ccccc1,-3
O=C(NCc1cccs1)c1ccc(OCc2ccc3ccccc3n2)cc1,-7
O=C(CCCSc1ccc(F)cc1)Nc1nccs1,-33
COc1ccc(NC(=O)Cn2nc3ccc(SC4CCCCC4)nn3c2=O)c(OC)c1,0
COc1ccccc1C1(CNC(=O)c2cccc(C(F)(F)F)c2)CCOCC1,-6
O=C(CSc1nc2ccccc2c(=O)n1C[C@H]1COc2ccccc2O1)NCCC1=CCCCC1,-10

# An excerpt from above in order of number of heavy atoms, smallest number first:
SMILES,PriA SSB inh
O=C(CCCSc1ccc(F)cc1)Nc1nccs1,-33
Cn1cccc1C(CNC(=O)C1CCCC1)N1CCCC1 (configuration not stated),-2
Cc1cc2ncn(CCc3noc(-c4ccco4)n3)c2cc1C,1
COc1ccc(C)cc1NC(=O)CSc1ccc(NC(=O)C2CC2)nn1,-19
Cc1ccc(C=NNc2nc(N3CCOCC3)nc(N3CCOCC3)n2)o1,-14
COc1ccc(NC(=O)Cn2nc3ccc(SC4CCCCC4)nn3c2=O)c(OC)c1,0
O=C(CSc1nc2ccccc2c(=O)n1C[C@H]1COc2ccccc2O1)NCCC1=CCCCC1,-10

# Further results.
SMILES,PriA SSB inh
CCCNC(=O)CSc1ccc(NC(=O)c2ccccc2)nn1,-7
CCOc1cc(C2NC(=O)NC(O)(C(F)(F)F)C2C(=O)c2cccs2)ccc1O (configuration not stated),-16
CCOC(=O)c1c(NC(=O)c2cccc([N+](=O)[O-])c2)sc(C)c1C,9
COc1ccc2cc(C(=O)NN=Cc3cc(OC)c(OC)c(OC)c3)[nH]c2c1,-1
O=C(NCc1nnnn1C1CCCCC1)c1cc2ccccc2o1,-6
CC1=NNC(=O)C1CCC(=O)NN=Cc1ccco1 (configuration not stated),6
O=C(c1ccc(F)cc1)N(Cc1ccccn1)c1nc2c(Cl)cccc2s1,-6
Cn1cc(C(=O)Nc2cnc3ccnn3c2)nn1,-16
O=C(COc1ccccc1)Nc1nc(-c2ccc(I)cc2)cs1,2
CSC1CC2CCC(C1)N2C(=O)c1cc(-c2cccs2)[nH]n1 (configuration not stated),-13
Cc1cc(C)n(CC(=O)N2CCN(S(C)(=O)=O)CC2)n1,13
COc1ccc2ccccc2c1C1C=C(c2ccccc2)NC(=S)N1 (configuration not stated),36*
O=C1c2ccccc2C(=O)N1CCc1csc2nc(-c3ccccc3)nn12,-10
C=CCN1C(=O)C(C)(C)COc2cc(NC(=O)c3ccc(Br)o3)ccc21,22
CCOc1cccc2sc(N)nc12,-13
Cc1ccc(-c2c(C(=O)NN=Cc3ccc4c(c3)OCO4)nnn2-c2nonc2N)cc1,1
c1cncc(Nc2nc(-c3ccc4nsnc4c3)cs2)c1,-21
COC(=O)c1cc(OC)c(OC)cc1NC(=O)/C=C/c1ccco1,13
CCOc1ccc(-c2cc(=O)n(CC(=O)NCc3ccncc3)cn2)cc1,-19
Cc1ccc2sc(N(Cc3ccccn3)C(=O)Cc3cccs3)nc2c1C,-4
COc1ccc(C(=O)Nc2ccc3c(c2)C(=O)N2CCCCC2CCO3)cc1F (configuration not stated),3
O=C(CSc1nnc2ccc(-c3ccc(Br)cc3)nn12)c1cccs1,3
CCOC(=O)c1sc(NC(=O)CSc2ccc(Cl)cc2)c(C(=O)OCC)c1C,-8
CCc1cc(=O)[nH]c(-n2nc(C)cc2NC(=O)C2CC2)n1,0
CCCCOc1ccc(C(=O)NCc2ccsc2)cc1,-6
CC1CC(=NNC(=O)c2ccc(NS(=O)(=O)c3ccc(Br)cc3)cc2)CC(C)(C)C1 (configuration not stated),-2
CCOc1ccc2ccccc2c1C(=O)NCC1CCS(=O)(=O)C1 (configuration not stated),-12

# Four entries from above, as tab-separated lines.
canonical_smiles	PriA SSB inh
CCOc1ccc(-c2cc(=O)n(CC(=O)NCc3ccncc3)cn2)cc1	-19
Cc1ccc2sc(N(Cc3ccccn3)C(=O)Cc3cccs3)nc2c1C	-4
COc1ccc(C(=O)Nc2ccc3c(c2)C(=O)N2CCCCC2CCO3)cc1F (configuration not stated)	3
O=C(CSc1nnc2ccc(-c3ccc(Br)cc3)nn12)c1cccs1	3

# Quoted at random: 2 compounds from above
SMILES,PriA SSB inh
CCOc1cccc2sc(N)nc12,-13
O=C(COc1ccccc1)Nc1nc(-c2ccc(I)cc2)cs1,2

# Four entries from above, set out differently:
c1cncc(Nc2nc(-c3ccc4nsnc4c3)cs2)c1
  PriA SSB inh = -21

COC(=O)c1cc(OC)c(OC)cc1NC(=O)/C=C/c1ccco1
  PriA SSB inh = 13

CCOc1ccc(-c2cc(=O)n(CC(=O)NCc3ccncc3)cn2)cc1
  PriA SSB inh = -19

Cc1ccc2sc(N(Cc3ccccn3)C(=O)Cc3cccs3)nc2c1C
  PriA SSB inh = -4
